proKLK7 act: proKLK7 zymogen activators, primary screen, biochemical, fluorescence intensity; purified proKLK7, EDANS-DABCYL substrate fluorescence; 100% is mature enzyme control, 0% vehicle; activation, % at 7 µM; 0.9% of 370,000 active; AID 652039, 2013;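 active = activation above the mean of all tested compounds plus 3 SD, computed per campaign excluding outliers beyond control limits, cut at about 13% in these data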
ADAM17 inh: ADAM17 inhibitors, primary screen, biochemical, QFRET; recombinant ADAM17, EDANS/DABCYL FRET peptide cleavage; inhibition, % at 6.95 µM; 0.83% of 370,000 active; AID 720648, 2013;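 active = inhibition above the mean of compounds lying between control limits plus 3 SD, set per campaign, cut at about 8.5% in these data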;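 note: 0% = DMSO-only wells as the low control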
Target sequence (P78536 215-824 limits assumed): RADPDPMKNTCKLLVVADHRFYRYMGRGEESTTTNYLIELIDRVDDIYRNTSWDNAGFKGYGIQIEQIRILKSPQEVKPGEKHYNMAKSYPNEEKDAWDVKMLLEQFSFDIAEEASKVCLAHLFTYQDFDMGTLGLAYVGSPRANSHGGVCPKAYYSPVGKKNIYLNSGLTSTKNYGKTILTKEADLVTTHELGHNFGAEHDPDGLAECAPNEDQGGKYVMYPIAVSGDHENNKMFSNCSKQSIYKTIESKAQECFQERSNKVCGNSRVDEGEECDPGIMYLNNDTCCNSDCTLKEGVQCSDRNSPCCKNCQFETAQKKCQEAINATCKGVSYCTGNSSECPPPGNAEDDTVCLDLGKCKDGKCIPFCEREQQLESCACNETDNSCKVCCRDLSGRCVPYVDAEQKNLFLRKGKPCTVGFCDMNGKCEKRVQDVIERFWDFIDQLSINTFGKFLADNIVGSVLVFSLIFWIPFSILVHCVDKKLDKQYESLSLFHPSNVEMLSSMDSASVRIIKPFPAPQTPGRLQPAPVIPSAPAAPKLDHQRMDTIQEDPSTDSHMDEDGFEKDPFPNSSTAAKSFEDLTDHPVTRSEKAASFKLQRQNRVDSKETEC
MBD2 DNA inh: inhibitors of MBD2 binding to methylated DNA, primary screen, biochemical, TR-FRET, DNA-binding domain, human; Methyl-CpG-binding domain protein 2 (Homo sapiens), Q9UBB5; MBD2 binding to methylated oligonucleotide; inhibition, % at 4.4 µM; 0.31% of 370,000 active; in the data active = inhibition above about 13%
Target sequence (Q9UBB5 whole entry, looked up, the tested form may be a part): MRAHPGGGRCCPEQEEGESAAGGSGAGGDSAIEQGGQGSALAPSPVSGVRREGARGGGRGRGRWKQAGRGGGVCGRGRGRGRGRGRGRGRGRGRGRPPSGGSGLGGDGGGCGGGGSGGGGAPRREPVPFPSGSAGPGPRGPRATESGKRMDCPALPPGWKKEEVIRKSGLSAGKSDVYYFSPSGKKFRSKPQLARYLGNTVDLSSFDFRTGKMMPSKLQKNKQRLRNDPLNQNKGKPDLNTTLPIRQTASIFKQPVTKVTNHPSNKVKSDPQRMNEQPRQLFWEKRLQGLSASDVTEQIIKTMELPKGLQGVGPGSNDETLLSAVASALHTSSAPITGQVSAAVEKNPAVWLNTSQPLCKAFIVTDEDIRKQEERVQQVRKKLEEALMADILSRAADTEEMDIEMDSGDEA
UHRF1 binding: UHRF1 methylated DNA binding inhibitors, primary screen, counter-screen for MBD2 inhibitor project, biochemical, TR-FRET, human UHRF1, single concentration. E3 ubiquitin-protein ligase UHRF1 (Homo sapiens), Q96T88. UHRF1 binding to methylated oligo. inhibition, % at 4.4 µM. 0.75% of 370,000 active. AID 687016, 2013; in the data active = inhibition above about 21%;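 note: UHRF1 SRA domain binding a hemimethylated CpG hairpin DNA probe; 0% = median of test compound wells and 100% = reference inhibitor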
DDE Tn7 FP inh: inhibitors of Tn7 peptide binding to fibrin DD(E), primary screen, biochemical, fluorescence polarization, human fibrin, Tn7 probe. FP displacement of FITC-Tn7 peptide from fibrin DD(E); 0% = median of compound wells per plate. inhibition, % at 8.3 µM. 0.13% of 370,000 active. AID 720508, 2013;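 active = inhibition above the mean of compounds falling within the control limits plus 3 SD of them, cut at about 14% in these data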;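 note: 0% = plate median of compound wells and 100% = 10 µM Aha-Tn7 peptide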
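Test system: human clot-derived fibrin DD(E) complex / Quantity: 2 µM final DD(E) protein / Incubation: 10 min plus 3 h, room temperature / Measured by: fluorescence polarization / Benchmarks: high control of 10 µM Aha-Tn7 peptide / Replicates: singlicate testing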
PLC-beta3 inh: human PLC-beta3 inhibitors, primary screen, biochemical, fluorescence. 1-phosphatidylinositol 4,5-bisphosphate phosphodiesterase beta-3 (Homo sapiens), Q01970. Purified PLC-beta3, fluorogenic substrate. inhibition, % at 12.2 µM. 0.18% of 370,000 active. AID 720704, 2013; in the data active = inhibition above about 11%;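 note: 0% = median of compound wells on plate and 100% = full blocker control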
ARFGAP1 inh: inhibitors of rat ARFGAP1 GAP activity, primary screen, biochemical, fluorescence polarization, GDP tracer | ADP-ribosylation factor GTPase-activating protein 1 (Rattus norvegicus), Q62848 | Arfgap1-stimulated ARF1 GTP hydrolysis, GDP FP detection | inhibition, % at 16.5 µM | 0.26% of 360,000 active | AID 651572, 2012;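 active = inhibition above a per-plate limit, mean inhibition of low control wells plus 3 SD, cut at about 25% in these data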;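 note: 0% = DMSO wells with enzyme and 100% = wells lacking Arfgap1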
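system = rat Arfgap1 catalytic domain, aa 1-136 | technique = FP, GDP Alexa 633 tracer displaced from anti-GDP antibody, 620/688 nm | compound = one concentration, 16.5 µM, DMSO 1.26% | medium = HEPES-based buffer, pH 7.5 | timing = compound-enzyme preincubation 20 min, reaction 120 min, detection 60 min, 25 °C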
PLCg1 inh: PLC-gamma1 enzyme inhibitors, primary screen, biochemical, fluorescence, purified enzyme; fluorogenic substrate; inhibition, % at 12.2 µM; 0.84% of 370,000 active; AID 720700, 2013; in the data active = inhibition above about 9.5%
Tn6 DDE FP: inhibitors of Tn6 peptide binding to fibrin DD(E), primary screen, biochemical, fluorescence polarization, human fibrin, Tn6 probe. 0.21% of 370,000 active. Fibrinogen beta chain (Homo sapiens), P02675. AID 720509, 2013. Fibrin DD(E) TRITC-Tn6 fluorescence polarization displacement. inhibition, % at 8.3 µM;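 active = inhibition above a per-campaign cutoff: mean of compounds within control limits plus 3 SD, cut at about 15% in these data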;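 note: 0% = median of all compound wells on the plate and 100% = blocking peptide control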
ASAP1 inh: inhibitors of human ASAP1 ArfGAP activity, primary screen, biochemical, fluorescence polarization; Arf-GAP with SH3 domain, ANK repeat and PH domain-containing protein 1 (Homo sapiens), …; ASAP1-stimulated ARF1 GTP hydrolysis, GDP FP detection; inhibition, % at 16.5 µM; 0.19% of 360,000 active; AID 624377, 2012; in the data active = inhibition above about 25%;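 note: 0% = vehicle with enzyme and substrate and 100% = no enzyme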
Starred values were filed as active, the others as inactive.

molecule,proKLK7 act,ADAM17 inh,MBD2 DNA inh,UHRF1 binding,DDE Tn7 FP inh,PLC-beta3 inh,ARFGAP1 inh,PLCg1 inh,Tn6 DDE FP,ASAP1 inh
Cc1c(-c2ccccc2)oc2c(C(=O)OCC(=O)Nc3ccc(C(N)=O)cc3)cccc2c1=O,-0.3,-3,1,12,-3,0,-5,2,-1,-5
NC(=O)c1nccc2ccccc12,-0.5,-1,7,1,-2,-11,-3,-8,3,-5
CSCCC(NC(=O)c1ccc([N+](=O)[O-])cc1Cl)C(=O)OCC(=O)C12CC3CC(CC(C3)C1)C2 (configuration not stated),0.3,-2,3,6,11,0,-5,7,8,-1
NS(=O)(=O)c1ccc(CCNC(=O)c2ccc(C#CC3(O)CCCCC3)cc2)cc1,0.5,2,2,-2,4,0,10,2,4,9
c1ccc(C[C@H]2COc3c4ccccc4nn32)cc1,-0.8,-5,-2,-2,-4,0,0,-2,3,-14
Clc1cccc(CNc2ccn3nc(-c4cccc(OCc5ccccc5)c4)cc3n2)c1,-42,-28,0,12,-3,-73,5,-59,5,14
CS(=O)(=O)N(CC(=O)NCC1CCCO1)c1cc(Cl)c(Cl)cc1Cl (configuration not stated),0.2,0,1,-2,-2,8,4,-2,-10,-5
COC(=O)c1[nH]c2cc(OC)ccc2c1NC(=O)CN1CCC(C(N)=O)CC1,0.1,-15,-1,0,0,-9,17,-9,0,-8
Nc1nc(COC(=O)CCC(=O)c2ccccc2)nc(Nc2ccccc2)n1,0.5,-3,4,3,8,-3,12,1,-4,1
CC(=O)Nc1ccc(NC2=CC(=O)c3ccccc3C2=O)cc1,0.0,1,-5,12,-7,-2,-5,3,2,12
COCC1CCN(C(=O)C2CCC(=O)N(Cc3cccc(C(F)(F)F)c3)C2)CC1 (configuration not stated),0.2,0,2,1,-3,-2,-3,1,8,-3
O=S(=O)(Nc1nccs1)c1ccc(F)cc1,-0.1,-10,1,1,4,-10,1,1,3,-7
CCOC(=O)c1cc2sccc2n1CC(=O)N1c2ccccc2CC1C (configuration not stated),0.1,-1,-4,-2,1,0,2,2,9,2
O=C(CNCc1cccc2ccccc12)Nc1ccccc1[N+](=O)[O-],0.4,2,-2,-2,0,0,-1,3,-1,7
CCN(CC)c1ccc(/C=N/NC(=O)CN2CCCc3ccccc32)cc1,-1.9,-32,3,2,5,-30,2,-21,-11,16
CCC(=O)NNc1nc2c(C)cc(C)cc2s1,-0.2,2,-1,1,-3,-6,-9,0,-2,15
Cc1ccc(C(=O)O)cc1NC(=S)NC(=O)c1ccc(-c2ccc(Cl)cc2)o1,0.0,-6,1,-2,0,-8,6,4,-8,-10
Cn1cccc1-c1cc(C(=O)N/N=C/c2ccc(F)cc2)[nH]n1,0.2,-1,-5,-4,0,-4,-8,-2,3,3
C=CCN(c1ccc(F)cc1)S(=O)(=O)c1cc(C(=O)NC2CC2)ccc1Cl,0.3,-3,0,3,7,-1,-3,4,1,-4
CNC(=O)CCC(=O)Nc1ccc(C)cc1,-0.4,-1,-3,-2,-5,1,-4,0,-5,11

Going on with the list.
molecule,proKLK7 act,ADAM17 inh,MBD2 DNA inh,UHRF1 binding,DDE Tn7 FP inh,PLC-beta3 inh,ARFGAP1 inh,PLCg1 inh,Tn6 DDE FP,ASAP1 inh
CSCCC(C(=O)Nc1c(C)cccc1C)n1c(-c2ccc(C(F)(F)F)cc2)nc2ccccc21 (configuration not stated),0.1,-5,-2,0,1,1,-7,2,3,3
Cc1c(C)n2c3c(cccc13)CC2,0.1,2,-7,1,-5,-1,-2,2,3,5
Cc1ccc(C(c2sc3nc(C)nn3c2O)N2CCOCC2)cc1 (configuration not stated),-0.6,-3,2,-2,4,2,-6,-1,7,-1
COc1ccccc1NC(=O)CN1C(=O)CSC(C)C1=O (configuration not stated),0.3,4,-2,5,-6,0,5,7,-9,13
Cc1cccc(N2C(=O)C(O)=C(C(=O)c3cccs3)C2c2ccc(Cl)cc2)n1 (configuration not stated),-0.3,-5,-5,1,3,-19,-5,-6,4,-6
Cc1ccc(/C=N/NC(=S)NC2CCCCC2)o1,-0.5,3,-3,-1,-6,-1,14,6,1,-2
O=C(Cn1cc([N+](=O)[O-])cn1)NCC1CCCO1 (configuration not stated),-0.8,-4,7,2,-5,1,-5,3,-4,-6
CCOC(=O)c1sc(S(C)(=O)=O)c2c1CCc1conc1-2,0.6,-13,1,-5,-4,-11,-7,-6,-1,0
CC(C)c1ccc(NC(=O)CCNS(=O)(=O)c2cccc3nonc23)cc1,0.1,2,-10,2,-3,8,4,14*,-8,2
O=C(CCNS(=O)(=O)c1ccc(Br)cc1)Nc1cccc(F)c1,-0.2,-3,-4,0,-2,-7,12,-1,1,-6
O=C(OCC(=O)N1CCc2ccccc2C1)c1ccc(N2CCOCC2)c([N+](=O)[O-])c1,0.5,3,-3,2,-13,5,9,8,0,0
CC1CN(S(=O)(=O)c2ccc(C(=O)N3CCc4ccccc43)cc2)CC(C)O1 (configuration not stated),-0.4,0,-3,-3,-11,-1,14,-2,-5,-15
COC(=O)C1CC(c2ccccc2)N(c2ccccc2)O1 (configuration not stated),0.1,-3,-4,1,-5,0,6,6,8,-6
NC(=O)COC(=O)c1ccc(S(=O)(=O)NCc2ccco2)cc1,0.1,-2,1,1,-4,-3,-1,-3,1,3
Cc1ccc(C)c(-c2ccc(=O)n(Cc3ccc(F)cc3Cl)n2)c1,-0.1,-2,2,0,2,-7,1,-3,-7,-6
CNC(=S)NNC(=O)c1ccccc1F,0.7,-2,1,1,6,2,9,-2,-2,-1
O=C(O)CNS(=O)(=O)c1ccc2c(c1)CCCC2,-0.4,-3,-1,1,0,0,-3,-2,4,-5
CCN(CC)S(=O)(=O)c1cc(NC(=O)C(C)N2CCN(c3ccccn3)CC2)ccc1C (configuration not stated),0.0,-4,3,-1,3,-10,0,-2,6,-8
COc1ccc2[nH]c3c(c2c1)CCN1C(=O)C(CC(=O)NCc2ccc(OC)c(OC)c2)C[C@H](C(=O)N(C(C)C)C(C)C)[C@@]31C (some centres not stated),0.2,4,6,2,-2,2,2,2,0,5
Cc1nc2ccc(NC(=O)c3ccc(=O)[nH]c3)cc2s1,-0.7,-6,-1,4,5,-6,-4,-1,-6,8

The list continues.
molecule,proKLK7 act,ADAM17 inh,MBD2 DNA inh,UHRF1 binding,DDE Tn7 FP inh,PLC-beta3 inh,ARFGAP1 inh,PLCg1 inh,Tn6 DDE FP,ASAP1 inh
Cc1ccc2nc(SC(C)C(=O)N3CCCC3)[nH]c2c1 (configuration not stated),0.2,-5,6,2,-5,-1,3,-1,3,11
CCCN(CC1CCCO1)C(=O)CCc1nnc(CCc2ccc(OC)cc2)o1 (configuration not stated),0.8,-2,4,1,4,-7,-3,3,7,-22
CC(=O)N1CCCC(C)(C(=O)Nc2ccc3nc(C)ccc3c2)C1 (configuration not stated),0.8,-8,-9,-1,6,-10,-4,-9,9,6
O=C(NC1=NCCS1)c1ccc(Br)s1,0.3,-4,13,16,4,-6,0,0,-6,-3
O=C(COC(=O)/C=C/c1ccccc1Cl)NCC1CCCO1 (configuration not stated),-0.1,-1,1,-2,-11,2,4,1,0,6
CCOc1ccc(C(=O)CCC(=O)N(CC)CC(=O)NCc2ccc(Cl)cc2)cc1,0.3,-5,0,0,10,-9,-2,0,7,-12
CN(C1CCCC1)C1CCN(C(=O)CNC(=O)/C=C/c2cccc(C(F)(F)F)c2)CC1,0.0,-2,2,1,4,0,5,0,3,-1
COC(=O)c1ccc(CNC(=O)c2ccc(S(=O)(=O)N3CCCC(C)C3)cc2)cc1 (configuration not stated),0.4,-1,4,0,2,-3,5,3,0,-7
CCc1ccc(NC(=S)NC(=O)CC(C)C)cc1,0.0,4,0,-1,2,5,-9,4,2,3
COc1ccc(-c2[nH]c(-c3ccc(C)cc3)nc2SCC(=O)NC2CCCC2)cc1,-0.4,-4,6,3,7,-2,-3,-2,1,-7
CC(C)c1ccc(NC(=O)c2cc([N+](=O)[O-])ccc2N2CCOCC2)cc1,0.2,4,2,2,-4,-3,1,5,8,-9
CC(C)(C)NC(=O)CCN(/N=C/c1ccccc1)C1=NS(=O)(=O)c2ccccc21,1.0,-3,3,4,-4,-7,-1,-3,2,11
CC(C)(C)c1csc(NC(=O)c2ccc(Cl)s2)n1,-0.1,1,-2,-1,-1,-47,-6,-32,3,14
O=C(COC(=O)c1cc(Cl)ccc1O)NC(=O)NCc1ccccc1,4.7,2,3,-1,-6,-7,-6,0,0,-8
O=C1CCN(Cc2ccccc2)C(=O)N1c1ccccc1,0.0,-1,1,2,12,-5,3,2,-8,-7
C[C@H]1CN([C@@H](C)CO)C(=O)CCCn2nncc2CO[C@@H]1CN(C)S(=O)(=O)c1ccc2ccccc2c1,0.2,-4,3,13,-6,-2,0,2,-1,-11
O=C(N/N=C/c1ccccn1)C(=O)N1CCCCCC1,0.4,1,-5,-2,7,-4,-7,-1,3,-3
O=C(NCCCN1CCCC1=O)c1cc(-c2ccc(F)cc2)nc2ccccc12,-0.2,-35,6,-1,-5,-97,4,-77,-3,-19

An excerpt from above in order of length of the SMILES, lowest first:
molecule,proKLK7 act,ADAM17 inh,MBD2 DNA inh,UHRF1 binding,DDE Tn7 FP inh,PLC-beta3 inh,ARFGAP1 inh,PLCg1 inh,Tn6 DDE FP,ASAP1 inh
O=C(NC1=NCCS1)c1ccc(Br)s1,0.3,-4,13,16,4,-6,0,0,-6,-3
O=C(N/N=C/c1ccccn1)C(=O)N1CCCCCC1,0.4,1,-5,-2,7,-4,-7,-1,3,-3
CCOc1ccc(C(=O)CCC(=O)N(CC)CC(=O)NCc2ccc(Cl)cc2)cc1,0.3,-5,0,0,10,-9,-2,0,7,-12
COc1ccc(-c2[nH]c(-c3ccc(C)cc3)nc2SCC(=O)NC2CCCC2)cc1,-0.4,-4,6,3,7,-2,-3,-2,1,-7
CN(C1CCCC1)C1CCN(C(=O)CNC(=O)/C=C/c2cccc(C(F)(F)F)c2)CC1,0.0,-2,2,1,4,0,5,0,3,-1
C[C@H]1CN([C@@H](C)CO)C(=O)CCCn2nncc2CO[C@@H]1CN(C)S(=O)(=O)c1ccc2ccccc2c1,0.2,-4,3,13,-6,-2,0,2,-1,-11
